HCMV inh – blocks human cytomegalovirus replication; HFF cells, HCMV-luciferase reporter, 72 h; active compounds read low; activity change, negative = inhibition, % at 57.5 µM; 410,000 compounds, 4.5% hits; in the data active = activity change below about -60%; inconclusive = no clear call, values can overlap the other calls; inactive = above about -39%
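Screen run at 2 compound doses on HFFs infected with reporter HCMV, MOI 1 PFU/cell. Luciferase activity from cell lysates at 72 h post infection gave inhibition relative to buffer-only and Salinomycin wells.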
HCV inhibitor – HCV inhibition; AID 651820; Potency, µM (doses to about 41.8 µM), without a hit: at the highest dose activity change, negative = inhibition, usual class: inhibitors; Huh7.5.1 HCVcc-Cre infection, luciferase reporter, 44 h; 340,000 compounds, 3.4% hits; note: potency is the fitted concentration of half-maximal effect
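Antiviral activity was scored by luciferase reporter output from cells infected with HCVcc-Cre (~0.5 moi) in presence of compound, 44 h infection period, cells seeded 1,000/well 4 h prior.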
AmpC inh detg – AmpC beta-lactamase inhibition with detergent present. AmpC hydrolysis of nitrocefin, absorbance 480 nm, 0.01% Triton. Potency, µM (titrated, usually from 114 µM), without a hit: at the top dose activity change, negative = inhibition, hits mostly inhibitors. 370,000 compounds, 0.041% hits. AID 485294;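 note: potency is the fitted concentration of half-maximal effect; 0% = no-compound wells and -100% = no-enzyme wells; nearly all actives have a fitted effect of over 25% in size; some results filed as inactive show a strong effect at the top dose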
Target sequence (P00811 whole entry, looked up): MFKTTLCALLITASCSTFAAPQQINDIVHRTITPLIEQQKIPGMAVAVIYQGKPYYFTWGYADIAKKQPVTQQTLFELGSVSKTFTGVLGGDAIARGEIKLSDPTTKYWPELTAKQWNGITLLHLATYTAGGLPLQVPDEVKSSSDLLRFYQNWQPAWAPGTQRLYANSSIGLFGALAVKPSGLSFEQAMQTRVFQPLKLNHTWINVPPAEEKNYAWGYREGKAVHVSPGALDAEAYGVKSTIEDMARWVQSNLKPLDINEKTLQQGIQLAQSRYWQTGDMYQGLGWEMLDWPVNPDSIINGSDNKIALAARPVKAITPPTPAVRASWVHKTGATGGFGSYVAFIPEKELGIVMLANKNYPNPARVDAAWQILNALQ
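20 mM phosphate pH 7.0 + 0.01% (detergent screen) or 0.0001% Triton X-100; 5.3 nM AmpC reagent; cpd preinc 15 min RT; nitrocefin (800 uM stock) to start; A480 q20 s × 4 min; Activity was normalised to no-enzyme and no-compound control wells.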
TbPYK inhibitor – inhibitors of Trypanosoma brucei pyruvate kinase; 410,000 compounds, 0.12% hits; AID 624173; Potency, µM (top dose mostly 76.8 µM), for the others: top-dose activity, negative = inhibition, usual class: inhibitors; TbPYK enzyme, Kinase-Glo Plus ATP luminescence, 45 min; Q57TT1; note: potency is the fitted concentration of half-maximal effect; nearly all actives have a fitted effect of over 50% in size
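Glycolytic pyruvate kinase of T. brucei was incubated with substrate, test compound and 130 uM ADP for 45 minutes at room temperature. Luminescent Kinase-Glo Plus signal was measured after 10 minutes.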
AmpC inh no detg – AmpC beta-lactamase inhibition without detergent | AmpC nitrocefin hydrolysis, absorbance 480 nm, 0.0001% Triton | 330,000 compounds, 0.52% hits | Potency, µM (titrated, usually from 57.1 µM), inactives show top-dose activity change, negative = inhibition, usual class: inhibitors;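 note: potency is the fitted concentration of half-maximal effect; plate controls were no compound for no effect and no enzyme for full effect; nearly all actives have a fitted effect of over 20% in size; some results filed as inactive show a strong effect at the top dose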
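AmpC (5.3 nM in the dispensed reagent) in 20 mM phosphate pH 7.0 with 0.01% (detergent screen) or 0.0001% Triton X-100 was preincubated with compounds for 15 min at room temperature. Nitrocefin was then added from an 800 uM solution, and hydrolysis was followed at 480 nm.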
LmPK inh – inhibitors of Leishmania mexicana pyruvate kinase. Q27686. purified LmPK, Kinase-Glo ATP luminescence, 1 h. Potency, µM (top dose mostly 57.5 µM), inactives show at the highest dose activity change, negative = inhibition, actives largely listed as inhibitors. 290,000 compounds, 0.37% hits. AID 1721; note: potency is the fitted concentration of half-maximal effect
Target sequence (Q27686 whole entry, looked up): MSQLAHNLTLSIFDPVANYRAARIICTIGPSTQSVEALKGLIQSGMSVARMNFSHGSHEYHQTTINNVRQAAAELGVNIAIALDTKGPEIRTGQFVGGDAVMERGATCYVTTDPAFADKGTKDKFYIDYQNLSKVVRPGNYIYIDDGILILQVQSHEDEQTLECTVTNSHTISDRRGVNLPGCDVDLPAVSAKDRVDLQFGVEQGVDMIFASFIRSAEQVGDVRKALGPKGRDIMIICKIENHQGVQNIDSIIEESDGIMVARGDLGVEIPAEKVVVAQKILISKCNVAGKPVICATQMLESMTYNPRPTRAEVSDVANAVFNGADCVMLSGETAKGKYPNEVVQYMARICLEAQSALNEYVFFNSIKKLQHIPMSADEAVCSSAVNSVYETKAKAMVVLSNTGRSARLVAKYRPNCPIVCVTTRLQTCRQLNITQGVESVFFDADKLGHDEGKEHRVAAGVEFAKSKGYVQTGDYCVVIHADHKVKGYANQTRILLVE
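Pyruvate kinase activity monitored as ATP production (luciferase luminescence). Conditions: 0.1 nM enzyme, 0.5 mM PEP, 0.1 mM ADP, 1 h, RT; normalized against uninhibited and no-enzyme wells.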
AMA1 RON2 block – inhibitors of Plasmodium falciparum AMA1-RON2 interaction | Potency, µM (series often up to 58.2 µM), inactives show at the top dose activity change, negative = inhibition, most hits filed as inhibitors | 360,000 compounds, 0.2% hits | AlphaScreen AMA1-biotinylated RON2 peptide binding;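 note: potency is the fitted concentration of half-maximal effect; 0% = vehicle wells and -100% = peptide control; nearly all actives have a fitted effect of over 45% in size; some results filed as inactive show a strong effect at the top dose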
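AMA1 (3D7) with his tag at 25 nM final met compounds first, then biotinylated RON2 peptide at 25 nM; detection used donor plus acceptor beads, 10 µg/mL apiece, read by AlphaScreen after 30 min at room temperature.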
The depositor's hits bear a star; ? = inconclusive; / = not tested or not shown; [ ] = remark or other dose. Unless noted, calls come from the whole dose curve; as a rule, active = well fitted curve in the direction sought with a large enough effect; inconclusive = small, poorly fitted or top-dose-only effect, or another doubt; inactive = no such curve, though single readings can be large; an effect the other way counts as inactive or inconclusive. Unless noted, % is set by controls: 0 for no effect and ±100 for the full control effect. This is a random part of the collection; about 7.5% have a hit in one of these screens.

SMILES	HCMV inh	HCV inhibitor	AmpC inh detg	TbPYK inhibitor	AmpC inh no detg	LmPK inh	AMA1 RON2 block
CN(C)C(=O)NC1C=CS(=O)(=O)C1 (stereo not drawn)	18.9	42.8%[activator]	-11.8%	3.3%	8.9%	-1.2%	-3.1%
O=C(CN(CCCN1CCOCC1)C(=O)Cn1nnc(-c2ccc(F)cc2)n1)NC1CCCCC1	6.4	-9.9%	-17.1%	-11.7%	78.0%[activator]	3.1%	9.3%
CCOc1ccc(N(CC(=O)N/N=C/c2ccccn2)S(=O)(=O)c2ccc(Cl)cc2)cc1	?	1.0%	-6.9%	4.9%	44.2%	-1.6%	112.0%[activator]
CCOC(=O)c1cnc(SC)nc1Oc1cccc(NC(=O)c2ccc(C)cc2)c1	30.4	4.6%	-3.2%	1.3%	-18.8%	5.5%	8.4%
COc1cc(/C=N/n2c(-c3ccccc3)n[nH]c2=S)cc(OC)c1OC	28.4	5.8%	-5.3%	?	-47.7%	1.8%	88.3%[activator]
COC(C(=O)Nc1ccccc1C(=O)N1CCOCC1)c1ccccc1 (stereo not drawn)	16.3	16.8%	-6.7%	6.1%	-8.7%	-4.6%	5.8%
O=C(CCCc1nc(-c2ccccc2)no1)NC1CCCCC1	-8.8	-3.2%	-7.2%	-14.4%	-4.7%	-3.8%	11.6%
Cc1ccc(NC(=O)CN(C)C(=O)COc2ccccc2-c2ccccc2)cc1	-26.3	?	/	-2.3%	-20.0%	/	2.6%
CSc1nc2c(c(=O)[nH]1)C(c1ccc(Cl)cc1)CC(=O)N2 (stereo not drawn)	7.6	-21.5%	1.3%	-1.2%	-15.0%	-3.4%	-3.6%
CCCC(O)(c1ccc(CC)cc1)C(CN1CCOCC1)c1ccccc1 (stereo not drawn)	-69.2*	-48.8%	-2.3%	0.0%	184.9%[activator]	-4.4%	-7.1%
COc1ccc(-c2oc(=O)c3cc(OC)c(OC)cc3c2/C=C/c2ccc(F)cc2)cc1	-26.7	?	1.2%	-2.6%	-7.3%	/	4.8%
CCCn1cc(S(=O)(=O)c2ccc(OCC)cc2)c(=O)c2cc(C)ccc21	-3.3	/	-1.4%	0.9%	/	/	/
CCOC(=O)c1c(NC(=O)CNC2CCCCC2)sc(C)c1C	9.6	10µM*	-1.2%	-3.4%	-11.2%	-1.8%	13.3%
Cc1ccc(CCNC(=O)c2ccc(CS(=O)(=O)Cc3ccc(Cl)cc3)o2)cc1	-22.4	/	-0.2%	-1.9%	/	/	/
NC(=S)N=Nc1c(O)[nH]c2ccc(F)cc12	-21.0	-1.3%	?	-13.9%	-16.0%	2.9%	40.6%[activator]
O=C(N/N=C/c1ccc2c(c1)OCO2)C(=O)Nc1cccc(Cl)c1	-8.8	8.1%	-2.7%	0.0%	-12.7%	-6.8%	19.8%
COc1ccc(NC(=O)C2(c3cccs3)CCOCC2)cc1	0.0	16.2%	?	-0.5%	-3.5%	7.7%	18.6%
O=C1CN(C(=O)CSc2nnnn2-c2ccc(Cl)cc2)c2ccccc2N1	1.9	-6.2%	?	5.0%	?	-0.6%	17.1%
C#CCOCCOCCOCCNc1nc(N2CCN(C(=O)[C@H](CCCN=C(N)N)n3cc(C(N)[C@@H](C)CC)nn3)CC2)nc(N2CCN(C(=O)[C@H](CC(N)=O)n3cc([C@@H](N)C(C)C)nn3)CC2)n1 (stereo partly drawn)	4.1	?	/	0.9%	46.2%	/	15.5%
C[C@H]1CN([C@@H](C)CO)C(=O)CCCn2cc(nn2)CO[C@@H]1CN(C)C(=O)Nc1ccc2c(c1)OCCO2	3.4	/	/	-0.9%	/	/	-0.3%
C=CCn1c(SCC(=O)Nc2ccc3c(c2)OCCO3)nnc1-c1ccco1	21.9	7.1%	?	-3.7%	-8.1%	-2.7%	-12.4%
Cc1c(C(=O)NC(=S)N(Cc2ccccc2)c2ccccn2)cccc1[N+](=O)[O-]	1.8	-9.4%	3.7%	-9.1%	-30.9%	/	4.9%
CCCn1nc(C(=O)NNC(=O)CCCOc2ccc(C)cc2)c2ccccc2c1=O	102.3	-5.8%	?	-5.0%	41.6%	-2.4%	81.8%[activator]
CCN(c1cccc(C)c1)S(=O)(=O)c1cnc[nH]1	-16.8	10.5%	-5.2%	2.3%	-13.6%	4.1%	3.4%
O=C(CO/N=C/c1ccc(Cl)cc1Cl)NNC(=O)c1ccc(Cl)cc1Cl	6.8	2.8%	1.4%	7.1%	-17.9%	5.7%	56.7%[activator]
O=C(O)CCN=CC1=C(O)CC(c2ccccc2)CC1=O (stereo not drawn)	-16.0	0.4%	-6.1%	-15.9%	-3.5%	-4.5%	30.8%[activator]
COc1ccc(OC)c(NC(=O)COC(=O)CSc2ccc(Cl)cc2)c1	31.7	31.6%[activator]	-16.5%	-3.6%	-13.9%	-3.2%	-27.4%
CCOCC(=O)Nc1ccc([N+](=O)[O-])cc1OC	-25.0	-8.4%	0.4%	3.3%	-13.4%	2.6%	-18.6%
COc1cccc(NC(=O)C2CCCN2C(=O)Nc2ccccc2F)c1 (stereo not drawn)	-21.0	-12.6%	-3.4%	4.0%	-3.5%	0.8%	8.9%
CC(Oc1ccc(Cl)cc1Cl)C(=O)NNC(=O)c1cccnc1 (stereo not drawn)	-21.2	14.0%	1.3%	1.9%	-2.9%	0.2%	129.9%[activator]
COc1ccc(/C=C/C(=O)Oc2ccc(C)cc2)cc1	-12.2	2.1%	-11.0%	1.3%	-18.0%	2.1%	14.6%
COc1cc(OC)nc(/N=C/N(C)C)n1	-13.8	23.6%	-4.6%	2.6%	-0.5%	-3.4%	-2.4%
CC(C)CCNC(=O)c1cccc(Nc2nc3ccccc3n3nnnc23)c1	-81.4*	/	13.2%	1.7%	/	/	/
Cc1nc(Cl)sc1C(=O)Nc1ccc(C(F)(F)F)cc1	32.7	?	0.2%	3.9%	-2.7%	2.0%	1.4%
O=[N+]([O-])c1ccccc1S(=O)(=O)NC1CC2CCC1C2 (stereo not drawn)	62.0	4.4%	-8.5%	-1.4%	-1.7%	-7.7%	-10.6%
COc1ccccc1N(CC(=O)N1CCOCC1)S(C)(=O)=O	14.5	16.6%	-10.6%	1.3%	0.0%	0.4%	-6.9%
CC1CC1c1ccc(/C=C(\C#N)C(=O)Nc2ccc(Cl)cc2)o1 (stereo not drawn)	4.0	?	?	-3.0%	-32.4%	-1.0%	-7.1%
Cc1ccc(-n2c(SCC(=O)N3CCCc4ccccc43)nnc2-c2cccnc2)c(C)c1	?	?	-1.8%	-6.5%	16.4%	-0.8%	-1.9%
Cc1ccc(NC(=S)N2CCC(NC(=O)c3cccc(F)c3)CC2)cc1	14.7	-2.3%	-4.4%	-1.1%	-32.6%	0.4%	3.0%
COc1ccc(Cl)cc1C1=NOC2(CCC2)C(=O)N1Cc1ccc(NC(C)=O)cc1	-29.8	/	/	-9.1%	/	/	-1.0%
CC/C(=N\NC(N)=O)c1ccc(OC(F)F)cc1	-9.6	-2.9%	2.1%	1.5%	-1.5%	2.7%	0.8%
Cc1cccnc1NC(=S)NC(=O)c1oc2ccccc2c1C	-13.5	-5.8%	-12.3%	1.7%	-17.2%	7.4%	27.5%
Cc1[nH]c2ccccc2c1/C=N/Nc1nc2ccccc2[nH]1	-97.7*	?	18.8%	-4.7%	-28.3%	-2.4%	-37.2%
COc1ccc(CN2CCNC(=O)C2CC(=O)NCC2CCOCC2)cc1C (stereo not drawn)	3.7	18.3%	?	3.8%	57.5%	-7.8%	16.9%
O=S(=O)(Cc1ccccc1)N1CCN(C2Cc3ccccc3C2)CC1	-3.8	15.2%	0.1%	-6.5%	-17.1%	3.1%	-3.7%
CNC(=O)c1ccc(NC(=O)c2ccccc2OCc2c(C)noc2C)cc1	29.0	/	/	5.2%	/	/	2.6%
O=C(O)CSCC(=O)Nc1ccc(-c2nc3ccccc3s2)cc1	96.6	22.8%	0.9%	?	-22.1%	-26.1%	-4.0%
COc1cc([N+](=O)[O-])cc(/C=N/NC(=O)c2ccc(NC(=O)c3ccc(C)cc3)cc2)c1O	-101.6*	2.51µM*	2.8%	0.2%	-25.9%	2.9%	17.0%
CCOCCCNC(=O)c1cc2c(=O)n3cccc(C)c3nc2n1C	-27.4	5.0%	?	4.3%	-10.0%	2.6%	-3.9%
COc1cccc(C2CN(c3ccc(F)cc3F)N=C2c2cccs2)c1OC (stereo not drawn)	33.1	-4.0%	?	-7.1%	-26.1%	-0.5%	118.9%[activator]
Cc1ccc(NC(=O)CC2Nc3cccc4cccc(c34)NC2=O)cc1 (stereo not drawn)	19.8	/	19.1%	-0.7%	/	/	/
Cc1ccc(C(=O)NCC(=O)N2CCN(c3ncccn3)CC2)s1	8.2	-2.4%	1.9%	9.9%	-14.3%	1.5%	1.4%
CCn1ccnc1CN(C)Cc1cn(C)nc1-c1ccccc1F	?	10.2%	3.8%	-2.8%	-1.6%	1.8%	15.4%
Cc1ccc2cc3cc(C(=O)NCCCN4CCc5ccccc5C4)oc3nc2c1	54.8	?	-4.9%	-9.4%	-14.4%	-9.0%	-2.0%
CC(C)C[C@H]1CNC(=O)C(=O)N1C[C@H]1CCCN1C[C@H](CC(C)C)N1C[C@H](CC(C)C)N(CCc2ccccc2)C(=O)C1=O	-13.2	/	/	-0.1%	/	/	-2.2%
O=C(Nc1ccc(Cl)c(Cl)c1)OCc1cccnc1	-11.9	22.4µM*	-3.7%	0.3%	-23.8%	1.9%	-9.1%

Structural class, the compounds so far containing a furan ring, fused or not
SMILES	HCMV inh	HCV inhibitor	AmpC inh detg	TbPYK inhibitor	AmpC inh no detg	LmPK inh	AMA1 RON2 block
Cc1ccc(CCNC(=O)c2ccc(CS(=O)(=O)Cc3ccc(Cl)cc3)o2)cc1	-22.4	/	-0.2%	-1.9%	/	/	/
C=CCn1c(SCC(=O)Nc2ccc3c(c2)OCCO3)nnc1-c1ccco1	21.9	7.1%	?	-3.7%	-8.1%	-2.7%	-12.4%
CC1CC1c1ccc(/C=C(\C#N)C(=O)Nc2ccc(Cl)cc2)o1 (stereo not drawn)	4.0	?	?	-3.0%	-32.4%	-1.0%	-7.1%
Cc1cccnc1NC(=S)NC(=O)c1oc2ccccc2c1C	-13.5	-5.8%	-12.3%	1.7%	-17.2%	7.4%	27.5%
Cc1ccc2cc3cc(C(=O)NCCCN4CCc5ccccc5C4)oc3nc2c1	54.8	?	-4.9%	-9.4%	-14.4%	-9.0%	-2.0%
